West Nile virus CPE: West Nile virus antiviral activity, cell-based, CPE readout (AID 1621). 0.02% of 290,000 active. West Nile virus-infected cells, CPE inhibition; higher % means a stronger effect. CPE inhibition, % at 10 µM, or IC50 in µM where a hit was titrated; in the data active = a potency from the dose series; inconclusive = CPE inhibition mostly from about 3.7% at the one dose, without a potency; inactive = the rest, 99 in 100 with CPE inhibition below about 2.2%; note: strong numbers were not always called active
Dengue-2 NS5 capping: flavivirus cap methylation enzyme inhibition – biochemical, confirmation dose response, primary screen (AID 588689); 0.3% of 340,000 active; inhibition, % at 25 µM, or IC50 in µM where a hit was titrated; Dengue-2 NS5 methyltransferase capping enzyme assay, biochemical; higher % means a stronger effect; in the data active = a potency from the dose series; inconclusive = inhibition above about 29% without an active follow-up result
XIAP antagonists: small molecules displacing peptide from XIAP – biochemical, IAP family, fluorescence polarization (AID 1018) | displacement, % at 20 µM; hits with a dose series show IC50 in µM | XIAP BIR domain, fluorescence polarization peptide displacement; higher % means a stronger effect | 0.007% of 200,000 active; in the data active = displacement above about 50%; note: a part of the inactive calls stands beside numbers as strong as those of hits
CSM14.1 death rescue: rescue of cells from ER stress-induced death, primary screen, 384-well, CSM14.1, thapsigargin, ATP luminescence (AID 1222); CSM14.1 thapsigargin-induced death rescue, ATP luminescence; higher % means a stronger effect; cellular ATP content (survival), % at 20 µM, or EC50 in µM where a hit was titrated; 190,000 tested, under 10 active;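 active = EC50 below 50 µM in the dose-response confirmation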;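 note: death triggered by thapsigargin at about 15 µM added after 2 h compound pretreatment; cell ATP read after overnight thapsigargin exposure of roughly 18 to 22 hours; normalized against plate controls of thapsigargin alone and 5% DMSO vehicle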
Yfh1-off respiration: enhancers of respiration in Yfh1-depleted yeast, dose response, Friedreich's ataxia, plus single-dose screen (AID 1465). 0.074% of 220,000 active. one-dose fold induction at 50 µM; EC50 in µM for titrated hits. S. cerevisiae Yfh1-off respiration, WST-1 reduction, 72 h; higher fold induction means a stronger effect;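 active = fold induction of absorbance versus untreated yeast above a set limit, then at least 30% activation at any dose in follow-up; inconclusive = repeats straddling the limit, or above it without dose testing; inactive = fold induction below the set limit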;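 note: activators that raise dye reduction in frataxin-depleted yeast; strong numbers were not always called active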
UTI89 phage lysis: protection from phage-mediated lysis, alamar blue read-out – E. coli UTI89, K1F phage, bacterial capsule biogenesis inhibitors (AID 488966) | inhibition, % at 100 µM, or IC50 in µM where a hit was titrated | E. coli UTI89 K1F phage lysis, alamar blue, 2 h; higher % means a stronger effect | 0.02% of 340,000 active;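 active = phage lysis inhibition, versus mean bacterial control, above a set limit; inconclusive = no clear call, values can overlap the other calls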;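 note: capsule biogenesis inhibitors block K1F phage lysis so surviving cells raise fluorescence; higher fluorescence means more inhibition of phage lysis; actives were called in the ten point dose series up to 300 µM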
RSV CPE inhibition: RSV antiviral activity via CPE protection, HEp-2 cells, primary 10 µM value included (AID 2391). CPE inhibition, % at 10 µM, or IC50 in µM where a hit was titrated. HEp-2 cells, RSV-induced CPE inhibition; higher % means a stronger effect. 0.13% of 310,000 active; in the data active = a potency from the dose series; inconclusive = CPE inhibition mostly from about 23% at the one dose, without a potency; inactive = the rest, 99 in 100 with CPE inhibition below about 21%; note: strong numbers were not always called active
WT yeast gro inh: growth inhibition of WT yeast, mitochondrial fusion screen; mitochondrial fusion phenotypic screen, WT strain; inhibition, % at 10 µM; 2.1% of 190,000 active; AID 1362; in the data active = inhibition above about 58%; tested in S. cerevisiae
Large T inhibition: TAg ATPase/helicase activity blockers – biochemical (AID 1903); SV40 large T antigen ATPase/helicase inhibition assay; higher % means a stronger effect; one-dose inhibition, % at 20 µM; IC50 in µM for titrated hits; 0.39% of 310,000 active; in the data active = a potency from the dose series; inconclusive = inhibition mostly from about 32% at the one dose, without a potency; inactive = the rest, 99 in 100 with inhibition below about 32%; note: strong numbers were not always called active
WT yeast gro inh mutant strain: further read-out of WT yeast gro inh, marked with its call; inhibition, %; mitochondrial fusion phenotypic screen, mutant strain inhibition
Dengue-2 NS5 capping pilot replicate: recorded beside Dengue-2 NS5 capping, whose call it bears; inhibition, %; measured here: pilot screen replicate inhibition
* marks the source's active call; other numbers are inactive results; i = inactive; ? = inconclusive; . = not tested or not shown; & = joins results of further samples; [ ] = another dose, or the depositor's remark.

SMILES | West Nile virus CPE | Dengue-2 NS5 capping | XIAP antagonists | CSM14.1 death rescue | Yfh1-off respiration | UTI89 phage lysis | RSV CPE inhibition | WT yeast gro inh | WT yeast gro inh mutant strain | Large T inhibition | others
CC(=O)Nc1ccc2c(c1)CCCC2=O | -0.1% | -5% | . | . | i | -0.3% | 2.1% | . | . | 17%
Cc1cccc(-n2ccc(=O)c(C(=O)Nc3ccc(S(=O)(=O)Nc4onc(C)c4C)cc3)n2)c1 | 0.1% | -10% | . | . | . | -0.1% | 0.2% | . | . | 10%
CCOC1OC(=O)C(Cl)=C1Nc1ccc(C)cc1 (stereo not drawn) | 0.0% | -1% | -11% | 0.1% | i | -0.4% | -1.2% | 1 | -24 | 1%
CC1CCN(C(=O)CNC(=O)c2ccc(Cl)cc2Cl)CC1 | -1.0% | -11% | -6.1% | 0.3% | i | 3.0% | 0.1% | -3 | 4 | 5%
CCN1CCN(CCNC(=O)c2ccc(CS(=O)c3ccc(Cl)cc3)o2)CC1 (stereo not drawn) | 0.1% | -6% | . | . | . | 5.0% | -0.2% | . | . | 8%
O=C(Nc1cc(-c2ccccc2)[nH]n1)c1ccccc1 | -0.3% | 2% | . | . | i | -2.8% | . | . | . | 12%
Cc1cc(C)cc(C(=O)N2CCCCCC2)c1 | -0.4% | -10% | -4.3% | -0.9% | i | 0.8% | 0.1% | 11 | -4 | -8%
COc1ccc(-c2nnn(CC(=O)N3CCN(c4ccccc4OC)CC3)n2)cc1 | -0.4% | -3% | -2.6% | 4.5% | i | 0.1% | 2.2% | -12 | -8 | 4%
Cc1ccc(C)c(NC(=O)c2ccc(OC(=O)c3ccco3)cc2)c1 | 0.8% | -12% | -5.9% | -1.4% | i | -0.3% | 1.5% | 5 | -11 | 14%
O=C(Nc1cccc(C(F)(F)F)c1)OCCN1CCN(Cc2ccccc2)CCC1=O | -1.2% | 1% | 0.4% | 0.8% | i | 0.2% | -0.1% | 22 | -3 | 11%
NS(=O)(=O)c1cccc2cccnc12 | -0.1% | -8% | -3.8% | 1.1% | i | 2.0% | -1.7% | -23 | -10 | 5%&11%
COc1ccc(N(C(=O)c2ccncc2)S(=O)(=O)c2cccc([N+](=O)[O-])c2)cc1 | -0.4% | -11% | . | . | . | 0.3% | 0.2% | . | . | 13%
CCOC(=O)Cn1nnc2c(sc3nc4c(c(-c5ccccc5)c32)CCC4)c1=O | 0.0% | -5% | -14% | -3.0% | i | -0.5% | -1.3% | 15 | -5 | 4%
O=C(c1ccccc1)c1c[nH]c(C(=O)NCCCn2ccnc2)c1 | 0.2% | -7% | -3.4% | 2.6% | i | 0.2% | -0.1% | 2 | -9 | 3%
Cc1ccc(C)c(-n2c(-c3ccco3)n[nH]c2=S)c1 | . | -8% | . | . | . | 0.5% | 2.1% | . | . | 23%
Cc1ccc(CNC(=O)Cc2ccc(-n3cccc3)cc2)cc1 | 0.2% | -6% | -1.6% | -0.2% | i | 3.8% | 0.8% | -21 | -3 | 6%
CCCc1[nH][nH]c(=O)c1C(c1cccc(Cl)c1)C(C#N)C#N (stereo not drawn) | -0.3% | 2% | -5.5% | -0.5% | i | -0.4% | 2.4% | 3 | 15 | 13%
Cc1cc(C(F)F)n2nc(C(=O)Nc3ccccc3F)nc2n1 | -0.1% | -2% | -13% | -1.3% | i | 0.7% | 2.0% | 13 | 23 | 10%
CC1CCN(C(=O)CCCNC(=O)Cn2cnc3sc4c(c3c2=O)CCCC4)CC1 | . | -3% | -7.2% | -2.4% | . | -7.9% | 1.3% | -18 | -4 | 16%
Cn1c(N)c(C(=O)COC(=O)c2cc(C(F)(F)F)nc3ccccc23)c(=O)n(Cc2ccccc2)c1=O | -0.2% | . | -4.1% | -2.7% | i | . | -3.8% | 12 | -8 | 7%
CN(c1cccc(NC(=O)c2ccccc2N(C)S(C)(=O)=O)c1)S(C)(=O)=O | -0.3% | -2% | -8.3% | -0.6% | i | 1.6% | 0.3% | 2 | -78 | 1%
N#C/C(=C/c1ccc(N2CCOCC2)o1)C(=O)Nc1ccccc1 | -0.6% | ? | -1.5% | -1.4% | i | 0.2% | . | -5 | -11 | 9%
C=CC1C(OC2OC(CO)C(O)C(O)C2O)OC=C(C(=O)OC)C1CC1CC(=O)CC(CC(=O)CCc2ccc(O)cc2)O1 (stereo not drawn) | -0.4% | -14% | . | . | i | 2.9% | 5.2% | . | . | 13%
Cc1ccsc1C(=O)N1CCc2ccccc2C1 | 1.0% | -9% | . | . | . | 0.1% | 3.2% | . | . | 19%
CC[C@H](C)C(N)c1cn([C@@H](CC(N)=O)C(=O)N2CCNCC2)nn1 (stereo partly drawn) | . | -7% | . | . | . | -1.0% | 1.4% | . | . | 9%
O=S(=O)(c1ccccc1)N1CCN(S(=O)(=O)c2ccc(F)cc2)CC1 | -0.6% | -2% | . | . | . | 0.0% | 1.5% | . | . | 12% | Dengue-2 NS5 capping pilot replicate=-4.3
O=C(Nc1cc(Sc2ccccn2)cc([N+](=O)[O-])c1)c1ccc([N+](=O)[O-])cc1 | . | . | -1.0% | -1.3% | . | -0.3% | -0.2% | 0 | 25 | 17%
CCNc1nc(N2CCCC2)nc(N2CCCC2)n1 | 0.7% | . | 1.5% | -3.1% | i | 1.6% | 1.9% | 13 | 4 | 0%
Cn1c(=N)n(CC(=O)C(C)(C)C)c2ccccc21 | -0.3% | -5% | -5.3% | 0.4% | i | 5.6%[50 µM] | 1.7% | -16 | 8 | 5%
CC(=O)SCCC(=O)Nc1ccccc1 | -0.2% | -4% | -1.9% | -2.4% | i | 0.3% | 0.3% | 3 | 8 | 0%
OCCC1CN(Cc2cccn2-c2nccs2)CCN1C1CCCCC1 (stereo not drawn) | -0.6% | -11% | -8.4% | -2.1% | i | 0.3% | 12% | 3 | 6 | 9%
COCCNC(=O)CN(C)S(=O)(=O)c1ccc2c(c1)OCCO2 | 0.7% | 1% | -6.8% | -1.0% | i | -0.1% | 2.5% | -1 | 3 | 3%
COc1ccc(Cc2nnc(NC(=O)c3cccs3)s2)cc1OC | -0.3% | -6% | -2.0% | -0.3% | i | 0.3% | -2.1% | -2 | -26 | 2%
C[C@H](O)[C@@]1(O)CC[C@H]2[C@@H]3CC[C@@H]4C[C@H](O)CC[C@]4(C)[C@H]3CC[C@@]21C | -0.2% | -2% | . | . | i | -0.2% | 0.4% | . | . | 13%
Cc1cnc(C(=O)Nc2ccccc2-c2nnn(CC(=O)NC3CCCC3)n2)cn1 | 0.5% | 2% | -7.5% | -2.6% | i | 3.5% | 2.1% | 1 | -8 | 6%
O=C(N/C(=C/c1cccnc1)C(=O)N1CCOCC1)c1ccccc1Br | -0.5% | -7% | -4.7% | 0.9% | i | 0.2% | 1.0% | -14 | -8 | 11%
COc1ccccc1/C=C/C=N/NC(=O)CCC1C(=O)NN=C1C (stereo not drawn) | -0.2% | -8% | -2.5% | 0.5% | i | -0.2% | 1.1% | -9 | -12 | 7%
CC1CCc2cc(F)ccc2N1C(=O)C12CCC(C)(C(=O)O1)C2(C)C (stereo not drawn) | -0.3% | . | -2.8% | 1.6% | i | . | 4.0% | 7 | 2 | -11%
O=C(CN1CCOCC1)Nc1nc(-c2ccccc2)cs1 | 0.2% | 1% | . | . | . | 0.1% | 1.1% | . | . | 7%
CN(CC(=O)NCCC1=CCCCC1)S(=O)(=O)c1ccc2c(c1)CCC(=O)N2 | -0.3% | -4% | -1.7% | -2.4% | i | 1.6% | 1.2% | 4 | 4 | 3%&8%
Nc1nc(N)c2[nH]c(-c3ccccc3)nc2n1 | 1.0% | -4% | . | . | . | 0.7% | 0.5% | . | . | 8%
O=C(CCNC(=O)c1ccc(Cl)cc1)NCc1cccc(C(F)(F)F)c1 | . | -6% | . | . | . | 0.4%[50 µM] | 0.5% | . | . | 8%
CCSc1nnc(NC(=O)c2csc(C)c2)s1 | -0.2% | -6% | 2.1% | 0.7% | i | 1.1% | 4.1% | 13 | 6 | -5%
CCCCC(O)(c1ccccc1)C(CN1CCOCC1)c1ccccc1 (stereo not drawn) | -1.0% | -5% | . | . | . | 0.9%[50 µM] | 1.5% | . | . | 0%
COc1ccc(S(=O)(=O)N2CCC[C@H]2C(=O)NC2=NCCS2)cc1 | -0.5% | -9% | -4.3% | 2.0% | i | 1.0% | 0.5% | 66* | 1.5* | -5%

Nothing new here: an excerpt of the list.
SMILES | West Nile virus CPE | Dengue-2 NS5 capping | XIAP antagonists | CSM14.1 death rescue | Yfh1-off respiration | UTI89 phage lysis | RSV CPE inhibition | WT yeast gro inh | WT yeast gro inh mutant strain | Large T inhibition | others
COc1ccc(Cc2nnc(NC(=O)c3cccs3)s2)cc1OC | -0.3% | -6% | -2.0% | -0.3% | i | 0.3% | -2.1% | -2 | -26 | 2%
C[C@H](O)[C@@]1(O)CC[C@H]2[C@@H]3CC[C@@H]4C[C@H](O)CC[C@]4(C)[C@H]3CC[C@@]21C | -0.2% | -2% | . | . | i | -0.2% | 0.4% | . | . | 13%
Cc1cnc(C(=O)Nc2ccccc2-c2nnn(CC(=O)NC3CCCC3)n2)cn1 | 0.5% | 2% | -7.5% | -2.6% | i | 3.5% | 2.1% | 1 | -8 | 6%
O=C(N/C(=C/c1cccnc1)C(=O)N1CCOCC1)c1ccccc1Br | -0.5% | -7% | -4.7% | 0.9% | i | 0.2% | 1.0% | -14 | -8 | 11%
COc1ccccc1/C=C/C=N/NC(=O)CCC1C(=O)NN=C1C (stereo not drawn) | -0.2% | -8% | -2.5% | 0.5% | i | -0.2% | 1.1% | -9 | -12 | 7%
CC1CCc2cc(F)ccc2N1C(=O)C12CCC(C)(C(=O)O1)C2(C)C (stereo not drawn) | -0.3% | . | -2.8% | 1.6% | i | . | 4.0% | 7 | 2 | -11%
O=C(CN1CCOCC1)Nc1nc(-c2ccccc2)cs1 | 0.2% | 1% | . | . | . | 0.1% | 1.1% | . | . | 7%

Next records
SMILES | West Nile virus CPE | Dengue-2 NS5 capping | XIAP antagonists | CSM14.1 death rescue | Yfh1-off respiration | UTI89 phage lysis | RSV CPE inhibition | WT yeast gro inh | WT yeast gro inh mutant strain | Large T inhibition | others
CCC(=O)NCCc1nc2cc(NC(=O)c3cccc([N+](=O)[O-])c3)ccc2n1C | -0.4% | -3% | . | . | . | -1.0%[50 µM] | 0.3% | . | . | -2%
CCOc1ccccc1Nc1ncnc2ccc(Br)cc12 | 0.0% | -5% | . | . | . | 1.5% | 1.7% | . | . | 0%
C/C(=N\OC(=O)c1ccc(Br)cc1)c1ccccn1 | 0.6% | 1% | -14% | 2.2% | i | 5.5% | 2.7% | -26 | -5 | 9%
Cc1cc(C(=O)Cn2cnc3ccccc3c2=O)c(C)n1C1CC1 | . | -2% | . | . | . | -0.4% | -0.2% | . | . | 11%

Source: PubChem
